FadD28 FP inh: inhibitors of FadD28 bisubstrate probe binding, primary screen, biochemical, fluorescence polarization, single point; inhibition, % at 12.5 µM; Mycobacterium tuberculosis FadD28 fatty-acid-AMP ligase; hit rate 0.22% among 360,000; in the data active = inhibition above about 8.5%, passing the limit was not always enough; inconclusive = no clear call, values can overlap the other calls
CCHFV vOTU inh: CCHFV vOTU protease inhibitors, primary screen, biochemical, Pep-AMC substrate, fluorescence; hit rate 0.55% among 370,000; inhibition, % at 11.5 µM; Crimean-Congo hemorrhagic fever virus L polyprotein viral ovarian tumor (vOTU) protease …; in the data active = inhibition above about 30%; also: 0% = vehicle wells with enzyme and 100% = no enzyme wells
BoNT F protease: BoNT/F light chain protease inhibitors, primary screen, biochemical, flow cytometry, MLPCN library | Botulinum neurotoxin type F light chain protease (Clostridium botulinum) | Multiplex microsphere protease cleavage assay | inhibition, % at 10 µM | hit rate 0.22% among 360,000 | AID 588497, 2011; in the data active = inhibition above about 35%, passing the limit was not always enough; inconclusive = no clear call, values can overlap the other calls; also: plate controls were buffer without enzyme for full effect and enzyme alone for no effect
Anthrax LF prot: Bacillus anthracis LF protease inhibitors, primary screen, biochemical, multiplex microsphere, MLPCN library; Lethal factor (Bacillus anthracis), P15917; multiplex microsphere protease cleavage assay; inhibition, % at 10 µM; hit rate 0.12% among 360,000; AID 588501, 2011; also: plate controls were buffer without enzyme for full effect and enzyme alone for no effect
Target sequence (P15917 whole entry, looked up): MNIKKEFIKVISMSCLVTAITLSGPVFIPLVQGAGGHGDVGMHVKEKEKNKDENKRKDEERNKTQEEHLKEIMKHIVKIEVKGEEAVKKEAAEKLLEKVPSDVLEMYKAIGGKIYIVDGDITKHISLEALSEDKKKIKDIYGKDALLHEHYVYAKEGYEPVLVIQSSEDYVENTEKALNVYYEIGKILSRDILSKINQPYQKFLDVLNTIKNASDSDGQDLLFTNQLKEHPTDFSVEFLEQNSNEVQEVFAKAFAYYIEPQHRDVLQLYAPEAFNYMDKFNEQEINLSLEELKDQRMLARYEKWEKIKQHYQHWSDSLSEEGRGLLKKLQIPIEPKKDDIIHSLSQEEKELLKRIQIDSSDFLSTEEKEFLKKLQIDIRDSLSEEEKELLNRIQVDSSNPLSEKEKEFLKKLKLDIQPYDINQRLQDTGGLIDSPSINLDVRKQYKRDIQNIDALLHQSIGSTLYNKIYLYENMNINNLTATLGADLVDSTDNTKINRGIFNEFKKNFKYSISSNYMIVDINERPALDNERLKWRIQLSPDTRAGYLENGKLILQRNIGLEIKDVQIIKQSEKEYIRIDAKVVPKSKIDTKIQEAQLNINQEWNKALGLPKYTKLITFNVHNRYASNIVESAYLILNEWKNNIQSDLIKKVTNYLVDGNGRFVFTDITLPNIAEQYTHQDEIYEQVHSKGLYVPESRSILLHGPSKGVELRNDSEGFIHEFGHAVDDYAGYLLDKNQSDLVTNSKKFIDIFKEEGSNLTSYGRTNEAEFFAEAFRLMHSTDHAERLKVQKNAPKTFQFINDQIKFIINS
TcdB GH inh: TcdB glycohydrolase inhibitors, primary screen, biochemical, single point, plate reader | Toxin B (Clostridioides difficile), P18177 | TcdB glycohydrolase enzymatic assay | inhibition, % at 9.99 µM | hit rate 0.24% among 350,000; in the data active = inhibition above about 10%
PfHsp40 yeast: rescue of yeast from PfHsp40 toxicity, primary screen, S. cerevisiae, ATP luminescence. S. cerevisiae expressing PfHsp40, growth rescue. growth rescue, % at 12.5 µM. hit rate 0.68% among 340,000; in the data active = growth rescue above about 28%, passing the limit was not always enough; inconclusive = no clear call, values can overlap the other calls;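 also: yeast W303a lacking pdr1 and pdr3 grown in galactose medium; growth measured after three days at 30 °C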
PrPC TRFRET: inhibitors of human cell surface prion protein PrPC, primary screen, cell-based, TR-FRET; TR-FRET read-out; inhibition, % at 13.8 µM; hit rate 0.43% among 370,000; AID 720596, 2013; in the data active = inhibition above about 24%; also: 0% = median of the test wells and 100% = reference compound wells
Y pestis TopoI: Yersinia pestis topoisomerase I inhibitors, primary screen, biochemical, cleavage product accumulation, plate reader, single point | DNA topoisomerase I (Yersinia pestis CO92) | Y. pestis Topo-I cleavage product accumulation | activity, % at 10 µM | hit rate 0.064% among 360,000; in the data active = activity above about 50%, passing the limit was not always enough; inconclusive = no clear call, values can overlap the other calls; also: inactives centre near 2
BoNT-A LC inh2: BoNT/A light chain protease inhibitors, primary screen, biochemical, flow cytometry, MLPCN library; Botulinum neurotoxin type A light chain protease (Clostridium botulinum A str. ATCC 3502); multiplex microsphere protease substrate cleavage; inhibition, % at 10 µM; hit rate 0.17% among 360,000; also: plate controls were buffer without enzyme for full effect and enzyme alone for no effect
Numbers without * were called inactive; ? = inconclusive; . = not tested or not shown; & = joins results of further samples. Rule as the data show it, unless noted: active = inhibition above about 30%; inconclusive = no clear call, values can overlap the other calls; inactive = below that. The order is random; 2.3% or so of the library scored in one or more.

SMILES | FadD28 FP inh | CCHFV vOTU inh | BoNT F protease | Anthrax LF prot | TcdB GH inh | PfHsp40 yeast | PrPC TRFRET | Y pestis TopoI | BoNT-A LC inh2
CCOC(=O)/C(C#N)=C/c1c(Oc2cccc(C)c2)nc2ccccn2c1=O | -4.2 | -4 | ? | -11 | 0.5 | -0.9 | -2 | 4 | ?
COc1ccc(CCN2CC(C#N)=C3c4cc(OC)c(OC)cc4CCN3C2)cc1OC | -0.3 | 2 | -5 | 8 | 0.2 | -0.2 | -5 | 24 | 0.3
O=C(CCC(=O)c1cccs1)Nc1ccc(F)c(F)c1F | -5.8 | 3 | 0 | 2 | . | -0.3 | 6 | 1 | 1.5
Oc1ccccc1CNCCCN1CCOCC1 | -3.9 | -1 | ? | 10 | 0.5 | 0.1 | -3 | 3 | -2.2
CCN1CCN(c2nc3ccccn3c(=O)c2/C=C(\C#N)S(=O)(=O)c2ccccc2)CC1 | -3.7 | 2 | ? | 33* | 1.7 | 1.2 | -15 | -2 | ?
C=CCn1c(COc2ccc(F)cc2)nnc1SCC(=O)NC(=O)NCc1ccco1 | -6.2 | 12 | 1 | 3 | . | -0.6 | -7 | 25 | 0.7
CCC(=O)Nc1cc2c(C)cc(=O)oc2cc1C | -0.3 | -5 | -4 | 4 | . | 36* | 0 | 0 | 0.5
Cn1c(SCc2ccccc2)nnc1-c1ccncc1 | -3.1 | -13 | -1 | 3 | 2.9 | -0.8 | 1 | -11 | ?
NS(=O)(=O)c1cccc(NC(=O)COC(=O)CCC(=O)c2cccs2)c1 | 0.3 | -7 | -1 | -16 | -0.2 | -2.1 | 7 | 0 | -0.4
CCOC(=O)c1nn(-c2ccc(C)cc2)c(=O)c2c(N)scc12 | -1.6 | 21 | -6 | -4 | . | -0.2 | -28 | -9 | -0.2
COCCn1c(-c2ccc(Br)cc2)csc1=Nc1cccnc1 | -0.9 | 26 | 1 | 0 | 1.4 | -0.6 | 16 | 9 | 2.0
O=C(CN1CCN(c2ccccc2)CC1)Nc1ccc(F)cc1 | -2.2 | 0 | 26 | 1 | 0.3 | -1.3 | -4 | -2 | -1.0
COc1ccc(CC(=O)Nc2ccc(-c3cn4ccccc4n3)cc2)cc1 | -3.3 | 14 | 5 | 3 | . | 1.9 | 4 | 11 | 0.0
COCCn1c(SCC(=O)Nc2nnc(C)s2)nnc1-c1ccco1 | -4.3 | -1 | -10 | -3 | 0.7 | 0.3 | -5 | -4 | -0.8
CC1(C(=O)NS(=O)(=O)c2cccc(Cl)c2)CCN1C(=O)CC1CC1 (stereo not given) | 0.3 | -7 | -2 | -4 | 0.8 | . | 1 | -6 | -0.2
O=C(CCN1CCN(c2ccccc2)CC1)Nc1ccccc1 | -0.5 | -10 | -14 | 15 | 0.9 | -1.0 | 6 | 2 | 0.3
CN1C(=O)NC(=O)C(C)(C2=CCCCC2)C1=O (stereo not given) | -3.2 | 3 | -1 | 0 | -0.2 | -0.3 | 1 | 14 | -0.4
FC(F)(F)c1cccc(C2NCc3ccccc3-n3cccc32)c1 (stereo not given) | -5.6 | -1 | -18 | 3 | -0.7 | -1.4 | 0 | 7 | -1.0
O=C(O)CC1(CC(=O)N2CCC(C(=O)O)CC2)CCCC1 | -2.7 | -14 | 8 | 8 | 1.2 | 0.2 | 3 | 6 | 0.2
Cc1cccc(NC(=O)c2ccc(N(C)C3CCCCC3)c([N+](=O)[O-])c2)n1 | -2.6 | 8 | -4 | 0 | . | 1.4 | 4 | -3 | -0.4
OC(Cn1cncn1)(c1ccccc1)c1ccccc1 | -2.9 | -3 | -6 | -7 | . | 0.2 | 1 | -10 | -0.9
Cc1occc1C(=O)NCCCc1ccccc1 | -2.3 | 10 | 0 | 7 | . | -0.9 | 4 | 3 | -0.3
O=C(Nc1nnc(CC(=O)N2CCOCC2)s1)C1COc2ccccc2O1 (stereo not given) | 1.1 | 2 | 2 | -2 | . | 1.7 | -1 | 12 | -0.2
Cc1cccc(-c2cc3nc4c(c(NCc5ccco5)n3n2)CCCC4)c1 | -4.1 | 14 | -8 | -8 | . | 14 | 2 | 23 | -1.5
CC(NC(=O)C1CCCN1S(=O)(=O)c1ccc2c(c1)n(C)c(=O)c(=O)n2C)c1ccccc1 (stereo not given) | -3.3 | -5 | -4 | 3 | 0.9 | 0.0 | -7 | 4 | 0.7

Next part:
SMILES | FadD28 FP inh | CCHFV vOTU inh | BoNT F protease | Anthrax LF prot | TcdB GH inh | PfHsp40 yeast | PrPC TRFRET | Y pestis TopoI | BoNT-A LC inh2
COc1c(Cl)cc(Br)c(OC)c1C(=O)NC(=O)Nc1nc(C)cc(C)n1 | -2.3 | 3 | 2 | 2 | -7.6 | -0.5 | 6 | -2 | -0.2
C[C@@H]1CC=C[C@H]2[C@H]1C(=O)N(Cc1ccccc1)[C@H]2c1ccc2ccccc2c1Br | -3.2 | 12 | -3 | 1 | -0.1 | -0.7 | 42* | 22 | 0.0
COc1ccc(F)cc1C(=O)C1CCCN(C(=O)Cc2c(C)noc2C)C1 (stereo not given) | -4.4 | -9 | -4 | 0 | 0.5 | 2.9 | 3 | -1 | -0.5
Cc1ccc(C(=O)N2CCC3(CC2)Oc2ccc(Cl)cc2C(=O)C32CC(c3ccc(Cl)cc3)=NO2)s1 (stereo not given) | -2.5 | -6 | -4 | -2 | -0.2 | 1.5 | -5 | 5 | 0.2
COc1cccc(NC(=O)N(C)C[C@@H]2OCc3cn(nn3)CCCC(=O)N([C@H](C)CO)C[C@H]2C)c1 | -3.3 | 2 | -4 | -4 | 1.1&-2.5&-0.7 | . | 6 | 5 | -0.2
COc1cc(NC(=O)CN(C)S(=O)(=O)c2ccc3c(c2)CCC(=O)N3)cc(OC)c1 | -4.7 | -3 | 0 | -7 | -0.3 | -0.5 | 0 | 2 | 0.0
COc1ccc(CCc2nnc(CCC(=O)NCCc3ncccc3C)o2)cc1 | -1.3 | 3 | 3 | -1 | 0.1 | 1.3 | -4 | 0 | 0.1
C[C@H]1COC(=O)[C@H](CC(=O)OC(C)(C)C)C/C=C\C[C@@H](CC(=O)N(CCO)Cc2ccccc2)C(=O)N1 | -3.0 | -14 | 4 | -10 | 0.4 | 1.0 | 7 | 5 | 0.6
O=C(/C=C/c1ccco1)NCC1OCCc2ccccc21 (stereo not given) | -0.8 | 0 | ? | -2 | -0.6 | -2.1 | 3 | 6 | -6.1
CCc1ccc(-c2cc(C(=O)Nn3cnnc3)c3ccccc3n2)cc1 | -8.9 | -3 | -10 | 1 | 1.0 | -1.3 | 4 | 2 | -0.3
Cc1[nH]c2ccccc2c1C(=O)COC(=O)c1ccc2c(=O)n3c(nc2c1)CCC3 | -1.4 | -1 | 3 | -4 | -0.8 | -1.2 | 2 | 2 | 0.9
CC(=O)CCN1C(=O)NC2(CCCc3ccccc32)C1=O (stereo not given) | -1.6 | -5 | -9 | 1 | -0.1 | -0.2 | 2 | 6 | -1.7
c1ccc(CSc2nnc3c(n2)OC(c2ccco2)Nc2ccccc2-3)cc1 (stereo not given) | 0.4 | . | -9 | 9 | . | -0.3 | . | -5 | 14
O=C(/C=C/c1ccccc1)Nc1ccc(S(=O)(=O)N2CCOCC2)cc1 | -11 | -1 | -1 | -3 | 0.0 | 8.9 | 0 | 0 | -1.7
Cc1cc(-c2nn(C)c(=O)c3ccccc23)ccc1CNC(=O)NC1CCCCC1 | -2.1 | 1 | 2 | -2 | 1.2 | -0.3 | -7 | 6 | -0.6
O=C(CSc1nc(O)c(Cc2ccccc2)c(=O)[nH]1)c1ccccc1 | -1.3 | -4 | 1 | -5 | -1.6 | -1.1 | 7 | -9 | 0.1
O=C1CCC(=O)N1c1cccc(-c2nc3ccccc3o2)c1 | 0.1 | -6 | -2 | 0 | 0.2 | -0.1 | 0 | 9 | 0.6
CCCC(CCC(=O)Nc1cc([N+](=O)[O-])ccc1O)C(=O)O (stereo not given) | -0.1 | -3 | -2 | 2 | 0.0 | -0.5 | -6 | 5 | 0.7
Cc1ccccc1C(=O)c1c[nH]c(C(=O)NCc2cccs2)c1 | -3.2 | 10 | 8 | 1 | . | -0.6 | 0 | 7 | 0.4
CCSc1nnc(NC(=O)CSc2nnc(CNC(=O)c3cc(OC)c(OC)c(OC)c3)o2)s1 | -1.4 | -2 | -8 | 2 | . | 0.5 | -2 | -5 | -0.9
COc1ccc2c(c1)[nH]c1c(=O)n(N)cnc12 | -0.5 | 8 | 2 | 2 | 0.3 | 1.7 | -5 | -7 | -1.2
C=CCN(CC=C)S(=O)(=O)c1ccc(C(=O)Nc2sc3c(c2C(N)=O)CCCCC3)cc1 | -0.9 | 1 | -6 | -6 | . | -0.7 | 4 | 9 | 0.1
Nc1ccc(C(=O)OCc2csc(-c3ccccc3)n2)cc1[N+](=O)[O-] | 1.8 | -8 | -2 | 0 | . | -0.7 | 5 | -8 | 0.0
C/C(=N\Nc1nc(C(C)(C)C)cs1)c1ccc(O)cc1 | 2.7 | 9 | 4 | 8 | 0.5 | 1.2 | -2 | -9 | -0.5
COCCNC(=O)c1c(NC(=O)c2ccco2)n(Cc2ccccc2)c2nc3ccccc3nc12 | -3.1 | -58 | 8 | 5 | . | 3.3 | -5 | 7 | 12
CN(Cc1ccc2c(c1)OCCO2)C(=O)CSc1ncnc2sccc12 | . | -3 | 2 | 4 | 1.0 | 2.6 | 0 | 14 | 1.4
O=C(Cc1ccc([N+](=O)[O-])cc1)NC(C(=O)O)C(O)c1cccc([N+](=O)[O-])c1 (stereo not given) | -1.0 | 12 | 20 | -8 | 0.8 | 0.2 | -13 | 2 | -0.9

10 consecutive entries out of the list so far, for reference:
SMILES | FadD28 FP inh | CCHFV vOTU inh | BoNT F protease | Anthrax LF prot | TcdB GH inh | PfHsp40 yeast | PrPC TRFRET | Y pestis TopoI | BoNT-A LC inh2
O=C(/C=C/c1ccco1)NCC1OCCc2ccccc21 (stereo not given) | -0.8 | 0 | ? | -2 | -0.6 | -2.1 | 3 | 6 | -6.1
CCc1ccc(-c2cc(C(=O)Nn3cnnc3)c3ccccc3n2)cc1 | -8.9 | -3 | -10 | 1 | 1.0 | -1.3 | 4 | 2 | -0.3
Cc1[nH]c2ccccc2c1C(=O)COC(=O)c1ccc2c(=O)n3c(nc2c1)CCC3 | -1.4 | -1 | 3 | -4 | -0.8 | -1.2 | 2 | 2 | 0.9
CC(=O)CCN1C(=O)NC2(CCCc3ccccc32)C1=O (stereo not given) | -1.6 | -5 | -9 | 1 | -0.1 | -0.2 | 2 | 6 | -1.7
c1ccc(CSc2nnc3c(n2)OC(c2ccco2)Nc2ccccc2-3)cc1 (stereo not given) | 0.4 | . | -9 | 9 | . | -0.3 | . | -5 | 14
O=C(/C=C/c1ccccc1)Nc1ccc(S(=O)(=O)N2CCOCC2)cc1 | -11 | -1 | -1 | -3 | 0.0 | 8.9 | 0 | 0 | -1.7
Cc1cc(-c2nn(C)c(=O)c3ccccc23)ccc1CNC(=O)NC1CCCCC1 | -2.1 | 1 | 2 | -2 | 1.2 | -0.3 | -7 | 6 | -0.6
O=C(CSc1nc(O)c(Cc2ccccc2)c(=O)[nH]1)c1ccccc1 | -1.3 | -4 | 1 | -5 | -1.6 | -1.1 | 7 | -9 | 0.1
O=C1CCC(=O)N1c1cccc(-c2nc3ccccc3o2)c1 | 0.1 | -6 | -2 | 0 | 0.2 | -0.1 | 0 | 9 | 0.6
CCCC(CCC(=O)Nc1cc([N+](=O)[O-])ccc1O)C(=O)O (stereo not given) | -0.1 | -3 | -2 | 2 | 0.0 | -0.5 | -6 | 5 | 0.7
